V1aR counter – V1a receptor agonism, counter-screen for OXTR agonists; P37288; AID 2797; activation, % at 3 µM; CHO-V1R cells, Fluo-8 calcium fluorescence, agonist mode; 0% DMSO, 100% 3 nM vasopressin; actives 0.25% (n = 320,000);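 active = activation above the mean activation of all tested compounds plus 3 SD, per screening run, cut at about 20% in these data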;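 note: signal is peak over basal fluorescence ratio across a 100 second FLIPR read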
Target sequence (P37288 whole entry, looked up): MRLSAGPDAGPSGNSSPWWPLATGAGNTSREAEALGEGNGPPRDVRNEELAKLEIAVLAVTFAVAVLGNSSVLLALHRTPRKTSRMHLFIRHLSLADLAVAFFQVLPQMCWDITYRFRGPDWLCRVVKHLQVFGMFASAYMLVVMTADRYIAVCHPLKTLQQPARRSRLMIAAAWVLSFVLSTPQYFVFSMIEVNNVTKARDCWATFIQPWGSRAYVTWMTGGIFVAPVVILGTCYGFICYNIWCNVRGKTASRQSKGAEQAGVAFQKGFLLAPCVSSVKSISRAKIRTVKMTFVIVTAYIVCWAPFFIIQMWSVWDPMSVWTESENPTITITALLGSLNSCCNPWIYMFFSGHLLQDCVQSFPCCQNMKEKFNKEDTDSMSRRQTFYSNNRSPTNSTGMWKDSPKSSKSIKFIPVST
M18AAP inhibitor – blocks P. falciparum M18 aspartyl aminopeptidase; recombinant PfM18AAP, H-Glu-NHMec fluorogenic cleavage; inhibition, % at 7.35 µM; actives 1.2% (n = 290,000);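 active = inhibition above the campaign mean inhibition over all tested compounds plus 3 SD, cut at about 28% in these data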;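 note: 0% = plate median of test compound wells and 100% = 2 mM ZnCl2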
NALP1 yeast inh – inhibitors of NALP1 inflammasome in yeast | S. cerevisiae NALP1/ASC/caspase-1 growth, X-gal OD620, 72 h | inhibition, % at 10 µM | actives 0.61% (n = 280,000) | AID 2071; in the data active = inhibition mostly above about 24%, no sharp cut-off; inactive = mostly below about 32%; note: some compounds called inactive have numbers as strong as hits
OXTR agonist – activates the human oxytocin receptor. activation, % at 3 µM. actives 0.32% (n = 320,000). CHO-OTR cells, Fluo-8 calcium fluorescence; normalized: DMSO 0%, oxytocin 100%. P30559. AID 2435;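 active = activation above the mean of all tested compounds plus 3 SD, cutoff set per screening run, cut at about 20% in these data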;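 note: peak over basal fluorescence ratio from a 100 s FLIPR kinetic read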
MEKK2 mut-MEK5 – signal of MEK5 binding to mutant human MEKK2 PB1 domain; bead flow cytometry, Alexa488-MEK5 binding to MEKK2 mutant; percent response, % at 10 µM; actives 0.35% (n = 290,000); AID 1530; in the data active = percent response above about 24%, passing the limit was not always enough; note: inactives centre near 1; some results filed as inactive read as strong as hits
GPR7 antag – human neuropeptides B/W receptor 1 antagonism. actives 1.1% (n = 290,000). inhibition, % at 4.4 µM. GPR7-expressing cells, fluorescence antagonist assay. P48145. AID 1861; in the data active = inhibition above about 16%, passing the limit was not always enough;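 note: cells stimulated with the agonist NPW; 0% = agonist with vehicle and 100% = vehicle without agonist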
Target sequence (P48145 whole entry, looked up): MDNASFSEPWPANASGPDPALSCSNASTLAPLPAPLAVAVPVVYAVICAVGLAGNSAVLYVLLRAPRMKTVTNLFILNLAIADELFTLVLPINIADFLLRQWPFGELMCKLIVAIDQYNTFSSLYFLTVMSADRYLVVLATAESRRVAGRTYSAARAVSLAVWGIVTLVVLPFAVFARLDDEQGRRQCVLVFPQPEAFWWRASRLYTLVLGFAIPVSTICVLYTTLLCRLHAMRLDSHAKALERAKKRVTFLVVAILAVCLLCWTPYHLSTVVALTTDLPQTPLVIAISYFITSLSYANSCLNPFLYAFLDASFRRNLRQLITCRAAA
MEKK2wt PB1 HTS – raises or lowers MEK5 binding to wildtype human MEKK2 PB1 domain. bead flow cytometry, Alexa488-MEK5 binding to MEKK2 WT; actives lie on both sides. binding response (% of control), % at 10 µM. actives 1.1% (n = 290,000); in the data active = binding response below about 67% or above about 130%
OXTR potentiator – potentiators of human oxytocin receptor. P30559. CHO-OTR cells, Fluo-8 calcium fluorescence, potentiator mode; 0% = oxytocin EC15, 100% = EC100. activation, % at 3 µM. actives 0.061% (n = 320,000). AID 2445;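 active = activation above that plate's cutoff, the mean activation of tested compounds plus 3 SD, cut at about 6.6% in these data, passing the limit was not always enough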;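 note: 100% uses oxytocin at 75 nM as the full agonist control; some results filed as inactive read as strong as hits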
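System: human OTR in CHO cells / Also added: sub-maximal oxytocin, roughly EC15 / Control set: EC15 oxytocin low, 75 nM oxytocin high / Schedule: 6 min compound pre-incubation at room temperature, 100 s kinetic read / Compound: single-point 3.0 µM / Replication: singlicate / Technique: Fluo-8 calcium dye fluorescence / Read-out basis: % activation of max/min ratio relative to oxytocin controls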
GalR3 antagonist – human GalR3 antagonism; O60755; HEK293 GalR3-CNG cAMP membrane potential fluorescence; galR3 body fused to GalR1 C-terminus; inhibition, % at 3 µM; actives 0.44% (n = 360,000); AID 651719;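 active = inhibition above the screen-wide average plus 3 SD, cut at about 13% in these data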;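 note: forskolin and galanin both at EC90 stimulate the cells; cAMP rise reported by CNG channel membrane potential dye signal; 0% = forskolin plus galanin with DMSO and 100% = forskolin alone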
Target sequence (O60755 1-299 limits assumed): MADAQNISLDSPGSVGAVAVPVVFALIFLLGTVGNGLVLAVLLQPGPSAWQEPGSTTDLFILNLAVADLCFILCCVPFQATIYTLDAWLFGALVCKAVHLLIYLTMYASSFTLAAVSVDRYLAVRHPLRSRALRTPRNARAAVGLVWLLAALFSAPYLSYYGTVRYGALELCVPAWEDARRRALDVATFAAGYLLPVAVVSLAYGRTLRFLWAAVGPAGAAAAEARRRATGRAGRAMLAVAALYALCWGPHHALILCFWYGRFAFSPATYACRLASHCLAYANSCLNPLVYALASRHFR
An asterisk follows results filed as active; & = joins results of further samples.

Screening CCOC(=O)N1CCc2c(sc3nc(SC(C)C)n(N)c(=O)c23)C1 returned V1aR counter 4.3, M18AAP inhibitor 0.2, NALP1 yeast inh 18.1, OXTR agonist 4.6, MEKK2 mut-MEK5 -3.0, GPR7 antag -6.8, MEKK2wt PB1 HTS 99.0, OXTR potentiator -9.6 and GalR3 antagonist -0.9.
For CCc1cccc(C)c1NC(=O)C1CCCN1C(=O)NCc1ccccc1 (stereo unspecified) the results were V1aR counter 0.3, M18AAP inhibitor -6.8, NALP1 yeast inh 15.4, OXTR agonist 0.9, MEKK2 mut-MEK5 -1.0, GPR7 antag -8.8, MEKK2wt PB1 HTS 100.0, OXTR potentiator -6.5 and GalR3 antagonist -8.2.
For Cc1ccc(NC(=O)C2CCN(S(=O)(=O)c3ccc4c(c3)NC(=O)CO4)CC2)cc1C the results were V1aR counter 3.1, M18AAP inhibitor 1.6, NALP1 yeast inh 12.9, OXTR agonist 0.6, MEKK2 mut-MEK5 5.0, GPR7 antag -0.6, MEKK2wt PB1 HTS 110.0, OXTR potentiator -8.4 and GalR3 antagonist -4.9.
Screening O=C(NCCCn1ccnc1)c1ccc(Br)o1 returned V1aR counter 0.6, M18AAP inhibitor 6.8, NALP1 yeast inh 48.7, OXTR agonist 0.2, MEKK2 mut-MEK5 10.0, GPR7 antag -8.0, MEKK2wt PB1 HTS 104.0, OXTR potentiator -7.6 and GalR3 antagonist -0.4.
For CCC1(c2ccc(Cl)cc2)NC(=O)N(CC(=O)NCc2ccc(F)cc2)C1=O (stereo unspecified) the results were V1aR counter 4.8, M18AAP inhibitor 4.9, NALP1 yeast inh -13.9, OXTR agonist 4.4, MEKK2 mut-MEK5 1.0, GPR7 antag -1.9, MEKK2wt PB1 HTS 98.0, OXTR potentiator -8.2 and GalR3 antagonist -8.8.
O=C(Nc1nc2c(F)cc(F)cc2s1)c1ccccn1 was read as V1aR counter 0.1, M18AAP inhibitor -8.4, NALP1 yeast inh 10.4, OXTR agonist 0.0, MEKK2 mut-MEK5 -1.0, GPR7 antag -2.9, MEKK2wt PB1 HTS 95.0, OXTR potentiator -2.8 and GalR3 antagonist -3.6.
Screening CCCNC(=O)c1ccccc1NC(=O)C1COc2ccccc2O1 (stereo unspecified) returned V1aR counter -0.8, M18AAP inhibitor -5.5, NALP1 yeast inh 4.5, OXTR agonist -1.0, MEKK2 mut-MEK5 -1.0, GPR7 antag -0.9, MEKK2wt PB1 HTS 95.0, OXTR potentiator -9.0 and GalR3 antagonist -9.3.
`Cn1c(=O)c2c(SCC(=O)NC3CCCC3)nc(CC(C)(C)C)nc2n(C)c1=O` gave V1aR counter -0.3, M18AAP inhibitor -4.4, NALP1 yeast inh 20.4, OXTR agonist -0.1, MEKK2 mut-MEK5 3.0, GPR7 antag -13.1, MEKK2wt PB1 HTS 105.0, OXTR potentiator -0.6 and GalR3 antagonist -3.1.
Screening CC(=O)Nc1ccc(S(=O)(=O)NCc2ccc(C(=O)NCc3ccc4c(c3)OCO4)cc2)cc1 returned V1aR counter 0.9, M18AAP inhibitor -4.3, NALP1 yeast inh 0.2, OXTR agonist 0.5, MEKK2 mut-MEK5 -2.0&3.0, GPR7 antag -3.0, MEKK2wt PB1 HTS 105.0&105.0, OXTR potentiator -3.5 and GalR3 antagonist 1.9.
Screening COC(=O)Cn1cc(C#N)c2ccccc21 returned V1aR counter 0.1, M18AAP inhibitor -1.2, NALP1 yeast inh -0.3, OXTR agonist 1.0, MEKK2 mut-MEK5 -4.0, GPR7 antag -7.0, MEKK2wt PB1 HTS 107.0, OXTR potentiator -3.4 and GalR3 antagonist -3.6.
O=C1CN(C(=O)c2cc3ccccc3oc2=O)C(c2ccc(F)cc2)c2cc(Br)ccc2N1 (stereo unspecified) was read as V1aR counter 2.1, M18AAP inhibitor -2.5, NALP1 yeast inh 14.3, OXTR agonist 1.6, MEKK2 mut-MEK5 -3.0, GPR7 antag 8.9, MEKK2wt PB1 HTS 96.0, OXTR potentiator -8.4 and GalR3 antagonist -1.1.
For CO/N=C/c1ccc(N2CCCC2)c([N+](=O)[O-])c1 the results were V1aR counter -1.0, M18AAP inhibitor -1.0, NALP1 yeast inh -28.5, OXTR agonist -2.3, MEKK2 mut-MEK5 -44.0, GPR7 antag 5.0, MEKK2wt PB1 HTS 96.0, OXTR potentiator 3.1 and GalR3 antagonist -2.7.
`CCN1CC(c2ccccc2)C(c2ccc(Cl)cc2)=N1` (stereo unspecified) gave V1aR counter -1.1, M18AAP inhibitor -4.1, NALP1 yeast inh 21.2, OXTR agonist -2.5, MEKK2 mut-MEK5 1.0, GPR7 antag -11.6, MEKK2wt PB1 HTS 99.0, OXTR potentiator 0.2 and GalR3 antagonist -3.2.
For Cc1cc2c(c(=O)n1CCN(C)C)C(c1ccncc1)C(C#N)=C(N)O2 (stereo unspecified) the results were V1aR counter -1.0, M18AAP inhibitor -2.2, NALP1 yeast inh -8.5, OXTR agonist 0.5, MEKK2 mut-MEK5 3.0, GPR7 antag -13.0, MEKK2wt PB1 HTS 108.0, OXTR potentiator -0.1 and GalR3 antagonist -1.2.
Cc1nnc(SCC(=O)NCc2ccccc2Cl)n(N)c1=O was read as V1aR counter -0.2, M18AAP inhibitor -4.8, NALP1 yeast inh 19.3, OXTR agonist -0.5, MEKK2 mut-MEK5 1.0, GPR7 antag -8.3, MEKK2wt PB1 HTS 107.0, OXTR potentiator -3.3 and GalR3 antagonist 2.1.
Screening Cc1ccc(N(CC(O)CN2C(=O)NC(C)(C)C2=O)S(=O)(=O)c2ccc([N+](=O)[O-])cc2)cc1 (stereo unspecified) returned V1aR counter 1.6, M18AAP inhibitor -5.5, NALP1 yeast inh 14.1, OXTR agonist -1.0, MEKK2 mut-MEK5 0.0, GPR7 antag -8.2, MEKK2wt PB1 HTS 108.0, OXTR potentiator -5.4 and GalR3 antagonist 2.6.
For Cc1nn(C)cc1/C=N/NC(=O)C(C)(C)Oc1ccc(Cl)cc1 the results were V1aR counter -0.1, M18AAP inhibitor -0.6, NALP1 yeast inh -18.2, OXTR agonist -0.2, MEKK2 mut-MEK5 -10.0, GPR7 antag 2.7, MEKK2wt PB1 HTS 85.0, OXTR potentiator 3.8 and GalR3 antagonist -7.6.
O=C(CSc1nnc2ccccn12)NC(=O)NC1CCCC1 was read as V1aR counter 0.2, M18AAP inhibitor -3.7, NALP1 yeast inh 32.9, OXTR agonist 0.3, MEKK2 mut-MEK5 4.0, GPR7 antag -3.5, MEKK2wt PB1 HTS 104.0, OXTR potentiator -6.0 and GalR3 antagonist -9.3.
Screening CCCC(=O)N1CC(=O)Nc2ccc(F)cc2C1c1ccccc1 (stereo unspecified) returned V1aR counter -0.5, M18AAP inhibitor -4.1, NALP1 yeast inh -0.1, OXTR agonist -0.5, MEKK2 mut-MEK5 6.0, GPR7 antag -11.3, MEKK2wt PB1 HTS 103.0, OXTR potentiator -5.1 and GalR3 antagonist 2.2.
Screening Cc1cc(O)c(-c2ccno2)cc1Cl returned V1aR counter 3.7, M18AAP inhibitor -5.4, NALP1 yeast inh 28.9, OXTR agonist 0.1, MEKK2 mut-MEK5 -2.0, GPR7 antag -4.8, MEKK2wt PB1 HTS 99.0, OXTR potentiator -7.5 and GalR3 antagonist -1.6.
O=C(CN1N=C(c2ccc(Cl)cc2)CCC1=O)NCc1cccs1 was read as V1aR counter 0.2, M18AAP inhibitor 2.4, NALP1 yeast inh 0.4, OXTR agonist -1.7, MEKK2 mut-MEK5 -3.0, GPR7 antag -1.4, MEKK2wt PB1 HTS 93.0 and OXTR potentiator -4.1.
Screening COc1ccc(CCN(C)Cc2cccc3ccccc23)cc1OC returned V1aR counter 0.8, M18AAP inhibitor 1.2, NALP1 yeast inh 17.2, OXTR agonist 0.1, MEKK2 mut-MEK5 3.0, GPR7 antag -4.2, MEKK2wt PB1 HTS 114.0, OXTR potentiator 0.1 and GalR3 antagonist -11.9.
Screening O=C(O)c1ccc(-c2ccc(O)c(F)c2)cc1 returned V1aR counter 1.7, M18AAP inhibitor 8.4, NALP1 yeast inh 27.6, OXTR agonist 0.3, MEKK2 mut-MEK5 14.0, GPR7 antag 6.2, MEKK2wt PB1 HTS 107.0 and OXTR potentiator -3.1.
`CCOC(=O)C1C(=O)NCC1c1ccccc1` (stereo unspecified) gave V1aR counter 0.7, M18AAP inhibitor 5.5, NALP1 yeast inh -9.2, OXTR agonist -0.2, MEKK2 mut-MEK5 3.0, GPR7 antag -10.8, MEKK2wt PB1 HTS 106.0, OXTR potentiator -2.7 and GalR3 antagonist -8.2.
Cc1[nH]c2ccc(F)cc2c1CCNC(=O)C1CCCCC1C(=O)OCC(F)(F)F (stereo unspecified) was read as V1aR counter 1.2, M18AAP inhibitor 3.5, NALP1 yeast inh 23.5, OXTR agonist -1.9, MEKK2 mut-MEK5 1.0, GPR7 antag -15.2, MEKK2wt PB1 HTS 109.0, OXTR potentiator -3.5 and GalR3 antagonist -8.6.
Screening O=C(CN1CCNC(=O)C1)NCCc1ccc(Cl)cc1Cl returned V1aR counter 0.1, M18AAP inhibitor 5.6, NALP1 yeast inh 27.9, OXTR agonist 0.2, MEKK2 mut-MEK5 8.0, GPR7 antag -15.2, MEKK2wt PB1 HTS 105.0, OXTR potentiator -6.8 and GalR3 antagonist -2.9.
O=C1c2ccccc2S(=O)(=O)c2cc(C(=O)N3CCC(N4CCCC4)CC3)ccc21 was read as V1aR counter 0.5, OXTR agonist -0.6, MEKK2 mut-MEK5 6.0, MEKK2wt PB1 HTS 114.0, OXTR potentiator -5.8 and GalR3 antagonist -2.5.
Screening COCc1cc(=O)n2[nH]c(C)cc2n1 returned V1aR counter 1.1, M18AAP inhibitor -9.1, NALP1 yeast inh 7.2, OXTR agonist 0.3, MEKK2 mut-MEK5 11.0, GPR7 antag -8.3, MEKK2wt PB1 HTS 104.0, OXTR potentiator -7.9 and GalR3 antagonist 0.9.
Screening O=C(/C=C/c1cccc(Cl)c1)OCc1cn2cc(Cl)ccc2n1 returned V1aR counter 0.3, M18AAP inhibitor 4.0, NALP1 yeast inh 10.8, OXTR agonist -0.9, MEKK2 mut-MEK5 -1.0, GPR7 antag -4.8, MEKK2wt PB1 HTS 102.0, OXTR potentiator 3.2 and GalR3 antagonist -6.3.
`O=C(COC(=O)c1ccc2c(c1Cl)C(=O)c1ccccc1C2=O)NC1CCCCC1` gave V1aR counter 2.2, M18AAP inhibitor -0.5, NALP1 yeast inh 21.1, OXTR agonist 0.6, MEKK2 mut-MEK5 0.0, GPR7 antag -7.7, MEKK2wt PB1 HTS 109.0, OXTR potentiator -15.0 and GalR3 antagonist -0.8.
For O=S(=O)(Nc1ccc(-c2ccc(N3CCOCC3)nn2)cc1)c1ccc(Cl)c(Cl)c1 the results were V1aR counter 14.4, OXTR agonist 8.1, OXTR potentiator -20.8 and GalR3 antagonist -5.6.
Screening O=C(CSc1nnc(-c2cccnc2)o1)Nc1cccc(F)c1 returned V1aR counter 3.3, OXTR agonist 1.3, OXTR potentiator -6.8 and GalR3 antagonist -5.2.

High-throughput results deposited in PubChem BioAssay by several laboratories.
